Compound activity: PubChem, The Scripps Research Institute Molecular Screening Center
Tn6 DDE FP: inhibitors of Tn6 peptide binding to human fibrin DD(E); AID 720509; inhibition, % at 8.3 µM; Fibrin DD(E) TRITC-Tn6 fluorescence polarization displacement; hit rate 0.21% among 370,000;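 active = inhibition above a per-campaign cutoff: mean of compounds within control limits plus 3 SD, cut at about 15% in these data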;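 note: 0% = median of all compound wells on the plate and 100% = blocking peptide control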
DDE Tn7 FP inh: inhibitors of Tn7 peptide binding to human fibrin DD(E); P02675; FP displacement of FITC-Tn7 peptide from fibrin DD(E); 0% = median of compound wells per plate; inhibition, % at 8.3 µM; hit rate 0.13% among 370,000;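 active = inhibition above the mean of compounds falling within the control limits plus 3 SD of them, cut at about 14% in these data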;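 note: 0% = plate median of compound wells and 100% = 10 µM Aha-Tn7 peptide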
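Measure: % inhibition scaled between sample-field median and high-control FP; Test system: human fibrin DD(E); Quantity: 2 µM final DD(E) protein; Doses: one dose, 8.3 µM nominal; Schedule: compound with protein 10 min, then 3 h after probe, room temperature; Detection: fluorescence polarization; Medium: Tris buffer with calcium and detergent, pH 7.8.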
ADAM17 inh: ADAM17 inhibition, QFRET primary screen; P78536; AID 720648; inhibition, % at 6.95 µM; hit rate 0.83% among 370,000; recombinant ADAM17, EDANS/DABCYL FRET peptide cleavage;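 active = inhibition above the mean of compounds lying between control limits plus 3 SD, set per campaign, cut at about 8.5% in these data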;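 note: 0% = DMSO-only wells as the low control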
TDP2 absorb: TDP2 (human) inhibition, absorbance primary screen | O95551 | recombinant TDP2, T5PNP hydrolysis, p-nitrophenol absorbance 415 nm | inhibition, % at 12.8 µM | hit rate 0.34% among 370,000;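 active = inhibition above the mean of all tested compounds plus 3 SD, set per campaign, cut at about 25% in these data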;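 note: 0% = DMSO with enzyme and 100% = buffer with substrate but no TDP2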
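System: recombinant human TDP2 / Amount: 120 nM TDP2 per well / Also added: 5 mM T5PNP chromogenic substrate / Doses: 12.8 µM single point, 1% DMSO / Incubation: 2 h at 37 °C / Detection: p-Nitrophenol epi absorbance / Evaluation: % inhibition relative to enzyme-containing and enzyme-free wells / Repeats: singlicate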
PLC-gamma1 inh: inhibitors of human phospholipase C gamma1; purified PLC-gamma1, fluorogenic substrate, fluorescence; P19174; hit rate 0.84% among 370,000; inhibition, % at 12.2 µM; in the data active = inhibition above about 9.5%
ADAM10 inh: inhibits human ADAM10 | recombinant ADAM10, EDANS/DABCYL FRET peptide cleavage, 3 h | inhibition, % at 7 µM | hit rate 0.62% among 370,000;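 active = inhibition above a per-campaign cutoff equal to the mean of compounds falling between control-based bounds plus 3 SD, cut at about 20% in these data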;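 note: 0% = DMSO wells while the 100% control is not disclosed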
Target sequence (O14672 214-748 limits assumed): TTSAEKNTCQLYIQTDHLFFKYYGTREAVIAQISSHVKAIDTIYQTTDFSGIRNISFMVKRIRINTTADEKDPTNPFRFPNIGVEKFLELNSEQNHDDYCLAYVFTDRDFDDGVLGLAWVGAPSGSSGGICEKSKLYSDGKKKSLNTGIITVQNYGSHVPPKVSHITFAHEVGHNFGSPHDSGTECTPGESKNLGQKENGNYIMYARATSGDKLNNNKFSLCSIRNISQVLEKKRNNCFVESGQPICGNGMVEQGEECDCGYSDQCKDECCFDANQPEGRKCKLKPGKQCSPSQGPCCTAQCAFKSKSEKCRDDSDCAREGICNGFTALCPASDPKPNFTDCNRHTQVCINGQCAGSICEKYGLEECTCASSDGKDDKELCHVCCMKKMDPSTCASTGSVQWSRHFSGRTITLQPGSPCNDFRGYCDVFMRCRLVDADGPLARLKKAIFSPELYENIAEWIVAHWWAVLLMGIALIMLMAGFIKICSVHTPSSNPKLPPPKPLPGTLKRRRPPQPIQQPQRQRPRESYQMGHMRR
LEDGF integ inh: blocks HIV-1 LEDGF/p75-dependent DNA integration; TR-FRET IN-LEDGF/p75 DNA integration, Eu/Cy5; inhibition, % at 3.7 µM; hit rate 0.64% among 370,000; AID 743269;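 active = inhibition above the screen-wide mean plus 3 SD, cut at about 13% in these data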;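 note: signal is the Cy5 over europium emission ratio at 671 and 618 nm; 0% = plate median of compound wells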
ASAP1 GAP inh: inhibitors of human ASAP1 ArfGAP activity; Q9ULH1; ASAP1-stimulated ARF1 GTP hydrolysis, GDP FP detection; inhibition, % at 16.5 µM; hit rate 0.19% among 360,000; in the data active = inhibition above about 25%;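 note: 0% = vehicle with enzyme and substrate and 100% = no enzyme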
Target sequence (Q9ULH1 325-724 limits assumed): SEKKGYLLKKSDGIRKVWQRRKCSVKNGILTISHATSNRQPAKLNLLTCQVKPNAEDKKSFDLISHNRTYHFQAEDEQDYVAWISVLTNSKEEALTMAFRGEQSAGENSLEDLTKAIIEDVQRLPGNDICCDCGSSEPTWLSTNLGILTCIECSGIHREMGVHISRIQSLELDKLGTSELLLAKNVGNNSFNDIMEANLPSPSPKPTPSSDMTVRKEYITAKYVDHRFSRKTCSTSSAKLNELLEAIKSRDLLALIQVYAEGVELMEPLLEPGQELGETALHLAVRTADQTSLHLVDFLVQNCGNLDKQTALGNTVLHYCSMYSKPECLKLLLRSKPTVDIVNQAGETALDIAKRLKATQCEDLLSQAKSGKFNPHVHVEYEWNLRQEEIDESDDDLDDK
ARFGAP1 inhibitor: inhibitors of rat ARFGAP1. hit rate 0.26% among 360,000. Q62848. Arfgap1-stimulated ARF1 GTP hydrolysis, GDP FP detection. AID 651572. inhibition, % at 16.5 µM;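 active = inhibition above a per-plate limit, mean inhibition of low control wells plus 3 SD, cut at about 25% in these data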;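 note: 0% = DMSO wells with enzyme and 100% = wells lacking Arfgap1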
Target sequence (Q62848 1-136 limits assumed): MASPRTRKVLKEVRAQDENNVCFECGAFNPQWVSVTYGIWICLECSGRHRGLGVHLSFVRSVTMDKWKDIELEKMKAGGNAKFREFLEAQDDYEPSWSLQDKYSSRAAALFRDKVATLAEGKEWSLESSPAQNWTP
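System: truncated rat Arfgap1 GAP domain / Benchmarks: high control wells lacking Arfgap1, low control full reaction with DMSO / Times: compound-enzyme preincubation 20 min, reaction 120 min, detection 60 min, 25 °C / Repeats: one replicate per compound / Also added: human ARF1(Δ1-17)-GTP substrate / Measured by: Tracer-displacement fluorescence polarization with EDTA stop, 620/688 nm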
KLK7 zymogen act: proKLK7 (human) activation, primary screen | P49862 | activation, % at 7 µM | purified proKLK7, EDANS-DABCYL substrate fluorescence; 100% is mature enzyme control, 0% vehicle | hit rate 0.9% among 370,000;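 active = activation above the mean of all tested compounds plus 3 SD, computed per campaign excluding outliers beyond control limits, cut at about 13% in these data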
Starred values were filed as active, the others as inactive; i = inactive; . = no result given. Compounds were not picked by outcome; 4.2% or so of the library scored in one or more.

SMILES	Tn6 DDE FP	ARFGAP1 inhibitor	LEDGF integ inh	ADAM10 inh	PLC-gamma1 inh	TDP2 absorb	ASAP1 GAP inh	ADAM17 inh	KLK7 zymogen act	DDE Tn7 FP inh
Cc1ccc(NC(=O)N2Cc3ccccc3CC2C(=O)NC(C)(C)C)cc1 (configuration not stated)	4.0	-5.3	0.0	8.9	0.6	-9.8	-16.6	-0.3	0.2	9.6
O=C(NCCC1=CCCCC1)c1cc(-c2ccccn2)nc2ccccc12	-3.7	-6.3	5.4	4.2	3.5	-10.4	5.8	-2.8	0.0	-6.5
CC1CC(C)(C)C2=NCCN21 (configuration not stated)	2.9	-14.4	-3.4	-6.7	0.7	-9.7	-5.6	0.7	-0.4	-0.3
O=C(NCc1ccc2c(c1)OCO2)c1c(F)c(F)c(F)c(F)c1F	0.4	12.2	2.7	-1.8	-1.8	-7.9	-2.7	-1.3	0.0	3.1
CC(=O)NC12CC3CC(C1)CC(C(=O)Nc1nc4ccc(F)cc4s1)(C3)C2	1.9	8.8	-7.1	-3.8	-0.8	-7.6	-1.3	8.6*	-0.8	-5.0
COc1cc(Br)c(CCNC(=O)c2ccco2)cc1OC	0.9	-11.1	-1.2	6.0	-1.1	0.6	-22.7	0.2	-0.1	0.6
CCC(C)NC(=O)c1cc(-c2cccs2)nc2ccccc12 (configuration not stated)	-1.0	2.0	-5.3	i	-412.0	-11.8	9.0	-490.9	25.6*	-2.1
O=C(Cn1nnc(-c2ccccc2F)n1)Nc1ccc(Cl)cc1	-10.8	.	-5.2	-1.9	-0.6	-9.1	.	6.8	-0.6	-2.1
COC(=O)[C@]1(Cc2ccccc2)N[C@H](CN(C)C(=O)NC(C)C)[C@@H]2C(=O)N(C)C(=O)[C@@H]21	-1.0	-3.3	4.5	0.1	2.3	2.3	-4.6	-2.9	-0.3	-2.1
O=C1OC(c2ccccc2)/C(=C(/O)c2ccccc2)C1=O (configuration not stated)	7.0	-6.3	0.7	7.9	0.5	0.5	-4.1	-1.2	0.4	-1.0
CC(=O)Oc1ccc(/C=N/NC(=O)CCSc2ccccc2)cc1	5.9	13.2	3.3	6.1	1.6	2.5	-9.5	1.0	0.7	-6.0
OCCCn1c(CCNc2nc(-c3ccc(Cl)cc3)cs2)nc2cc(C(F)(F)F)ccc21	6.0	5.6	0.1	4.2	-0.4	-3.1	0.8	2.4	-0.2	-5.8
COc1cc(Cn2cc([C@]34C[C@H]5C(=O)N(C)CC(=O)N5[C@H]3N(S(=O)(=O)c3ccccc3)c3ccccc34)c3ccccc32)cc(OC)c1	-1.7	.	-0.9	5.3	-1.2	2.1	.	1.2	.	5.2
Cc1ccccc1NC(=O)c1cccc(NC(=O)c2ccco2)c1	7.3	1.9	1.5	-2.4	-1.4	6.0	7.0	0.4	0.1	-2.2
CC(OC(=O)CNC(=O)c1ccccc1)C(=O)Nc1ccc(S(=O)(=O)N2CCOCC2)cc1 (configuration not stated)	4.7	-0.9	2.8	-3.9	0.7	4.5	6.5	-1.7	-0.1	5.7
COc1ccc(C(C[N+](=O)[O-])n2nc(C)cc2C)cc1 (configuration not stated)	0.8	10.0	5.5	7.9	3.2	-0.6	-8.6	2.7	0.4	0.6
COc1ccccc1CNc1nc2cc(-c3ccc(OC)c(OC)c3)sc2c(=O)n1C	-14.5	-0.9	-2.3	-181.6	-20.1	-5.9	13.4	-37.6	-18.9	3.7
CCN(CC)S(=O)(=O)c1ccc(NC(=O)c2cccnc2Cl)c(NC(=O)c2cccnc2Cl)c1	-3.7	-6.3	-0.3	-1.9	3.4	11.9	2.7	0.3	-0.2	-6.0
COCCn1nnnc1C(c1ccc(OC)cc1)N1CCC(C)CC1 (configuration not stated)	8.6	11.0	-0.7	-1.6	1.1	6.7	-8.1	-3.1	0.0	-0.8
CCN(CC)CCNC(=O)c1cc(S(C)(=O)=O)ccc1OC	-0.2	0.0	0.2	-6.7	0.0	7.2	5.3	-5.6	-0.3	-7.5
CN(C)S(=O)(=O)c1cccc(NC(=S)Nc2cccc3cnccc23)c1	-6.0	20.2	7.2	-36.5	-36.0	28.1*	-6.9	-9.8	1.1	1.2
COc1ccc(Cl)cc1NC(=O)Nc1cnccn1	-11.6	7.8	-0.7	-6.2	-0.5	8.5	0.6	-3.7	0.5	-0.9
Cc1cc(C)c(S(=O)(=O)c2cccc(C(F)(F)F)c2)c(=O)[nH]1	1.2	-13.0	-1.9	-9.0	-1.3	-0.3	-2.0	-0.7	-0.2	0.3
O=C(N/N=C/c1ccc(Cl)c([N+](=O)[O-])c1)C1CC1	-1.7	2.9	-1.4	2.1	4.8	2.5	2.9	-1.6	-0.9	-4.9
O=C(NCc1ccc(Cl)cc1)c1ccc(OCC2CCCO2)cc1 (configuration not stated)	-4.2	1.8	0.4	-3.4	-0.7	16.2	6.2	0.0	0.4	-0.1
CCOc1ccc(NC(=O)C(=O)N/N=C/c2cccnc2)cc1	-2.6	-1.0	3.6	11.0	3.1	-10.7	3.7	0.6	0.1	1.0
Cc1csc(SCc2ccccc2C(=O)O)n1	-1.9	1.2	1.2	0.6	5.0	-8.2	-15.2	-2.7	0.4	4.2
CN1c2ccccc2-c2nc3ccccc3n2C1c1cccs1 (configuration not stated)	0.8	4.7	0.4	i	i	-4.1	2.2	i	40.2*	-0.9
CC(/C=C1\SC(=O)N(CC(=O)Nc2cccc(O)c2)C1=O)=C\c1ccccc1	9.6	7.9	-0.3	28.6*	-1.3	-14.2	1.7	13.0*	-1.0	7.9
Cc1sc2nc3n(c(=O)c2c1C)CCCCC3	2.3	1.0	0.2	-9.1	1.4	-0.5	-12.4	-5.0	0.4	-2.0
CCOC(=O)C1=C(C)Nc2ccccc2N/C1=N\S(=O)(=O)c1ccc(Cl)cc1	-2.9	2.8	2.1	-0.2	6.8	-14.5	-0.4	11.8*	-0.6	-11.1
COCc1c(C(=O)OCc2nnc(-c3ccc([N+](=O)[O-])cc3)o2)oc2ccccc12	-4.1	-0.2	-0.1	-9.2	0.0	11.8	-0.5	-1.0	0.1	9.8
O=C(Cc1cccc(NC(=O)C2CCCN(C(=O)c3ccccc3)C2)c1)Nc1cccc(C(=O)N2CCOCC2)c1 (configuration not stated)	-0.6	0.3	-5.8	-7.8	-2.3	4.2	8.2	-2.5	0.1	0.4
CCCCn1nnnc1NCc1cccc(OC)c1OC	7.6	-1.3	-0.8	2.4	1.0	-1.1	-12.1	0.2	-0.8	5.5
CN(C(=O)CSc1nc2ccccc2n1C)C1CCS(=O)(=O)C1 (configuration not stated)	-2.7	-10.1	-0.2	-3.4	-0.8	-0.1	4.8	1.3	0.0	-4.8
N#CC1(NC(=O)CSc2nnc(Nc3ccccc3F)s2)CCCC1	1.9	-14.4	-0.3	-3.2	0.9	-2.5	10.6	0.3	-0.7	-5.7
CCOc1ccc(S(=O)(=O)N2CCN(C(=O)c3oc4ccc(OC)cc4c3C)CC2)cc1	-4.7	11.1	0.9	-3.0	-5.5	-6.3	-3.9	3.9	-0.2	3.9
Cc1cc(NC(=O)CSc2nnc(-c3cccnc3)n2C2CCCCC2C)no1 (configuration not stated)	-0.5	1.3	0.7	-3.8	-2.9	-5.9	-0.7	-2.3	-0.4	3.1
CN(C(=O)c1cccc(NC(=O)Cc2cccc([N+](=O)[O-])c2)c1)C1CCCCC1	-1.3	1.5	2.0	14.0	8.5	-17.4	-3.1	10.3*	0.6	-3.7
CCOC(=O)N1CC=C2C(C#N)=C(N)C(C#N)(C#N)[C@H](c3ccccc3OCC)[C@H]2C1	8.5	7.3	-4.1	-163.2	-43.3	12.8	-0.9	-54.2	11.3	4.7

Three compounds from above with just DDE Tn7 FP inh, TDP2 absorb and KLK7 zymogen act.
mol	DDE Tn7 FP inh	TDP2 absorb	KLK7 zymogen act
N#CC1(NC(=O)CSc2nnc(Nc3ccccc3F)s2)CCCC1	-5.7	-2.5	-0.7
CCOc1ccc(S(=O)(=O)N2CCN(C(=O)c3oc4ccc(OC)cc4c3C)CC2)cc1	3.9	-6.3	-0.2
Cc1cc(NC(=O)CSc2nnc(-c3cccnc3)n2C2CCCCC2C)no1 (configuration not stated)	3.1	-5.9	-0.4

Continuation:
SMILES	Tn6 DDE FP	ARFGAP1 inhibitor	LEDGF integ inh	ADAM10 inh	PLC-gamma1 inh	TDP2 absorb	ASAP1 GAP inh	ADAM17 inh	KLK7 zymogen act	DDE Tn7 FP inh
COc1ccc(NC(=O)C(c2ccncc2)n2c(=O)c(-c3ccccc3)nc3ccccc32)cc1 (configuration not stated)	-9.1	16.5	-2.5	i	-118.6	3.7	1.8	-165.1	5.0	1.1
COc1ccccc1-c1nnc(-c2ccc(N3CCOCC3)cc2)o1	-3.9	11.0	2.0	i	i	-9.1	-2.5	-170.7	7.9	-8.1
Cc1ccc(C)c(CC(=O)N2CCCC(c3cc(C(=O)Nc4ccccc4Cl)no3)C2)c1 (configuration not stated)	-3.3	11.8	-1.5	5.0	-2.0	-3.0	-3.9	2.3	0.7	9.9
Cc1c(CN2CCN(CC(C)C)C(CCO)C2)[nH]c2ccc(Cl)cc12 (configuration not stated)	-4.6	-7.5	5.2	-10.1	-24.7	7.5	5.6	-1.9	0.5	1.9
Nc1ccn([C@@H]2O[C@H](C(=O)N[C@H](CO)Cc3ccccc3)[C@@H](O)[C@H]2O)c(=O)n1	7.1	-8.0	-3.4	-5.8	0.8	-13.5	9.2	1.7	-0.5	-1.2
CN(C1CCCCC1)S(=O)(=O)c1ccc(NC(=O)CCC(=O)O)cc1	-5.1	-4.9	-0.1	2.9	-0.2	-0.9	5.3	-1.8	0.5	-8.4
O=C(Nc1ccc(C(=O)NCc2ccccc2Cl)cc1)C1=CSCCO1	3.5	-8.9	6.5	0.1	4.7	-21.8	-0.1	10.3*	0.5	-1.6
CC(C)N(Cc1nc(-c2ccc(Cl)cc2)no1)C(=O)CCCN1C(=O)c2ccccc2C1=O	1.9	-8.9	-3.5	-3.1	0.6	-5.0	-6.7	-0.3	0.1	12.8
COCCCNC(=S)N(CCN(C)C)Cc1cc2cc3c(cc2[nH]c1=O)OCCO3	0.2	1.9	3.7	-357.3	-69.9	-7.9	-2.5	-134.6	6.5	-5.4
